# TRHR agonist – TRH receptor (human) agonism | TRHR cells, calcium flux fluo-8, FDSS agonist mode | activation, % at 2 µM | AID 493084 | P34981 | 360,000 tested, 0.18% active; in the data active means activation above about 30%; further: 0% is about no effect
#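 Agonist-mode FDSS calcium read (Ex 480/Em 530, 1 s cycles) in 1536-well TRHR cells with fluo-8 dye, after 10-cycle baseline and 23 nL compound addition; TRH at EC20 (10 nM final) added afterwards for the enhancer phase.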
# PI4K2A block – PI4K2A (human) kinase inhibition | 420,000 tested, 0.13% active | Q9BTU6 | activity change, negative = inhibition, % at 76.9 µM | purified PI4K2A, ADP-Glo luminescence, 1 h; stronger effect = lower value | AID 1346378; in the data active means activity change below about -50%; inconclusive means mostly about -30% to -49%;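 further: -100% = wells without enzyme as full effect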
# Target sequence (Q9BTU6 whole entry, looked up): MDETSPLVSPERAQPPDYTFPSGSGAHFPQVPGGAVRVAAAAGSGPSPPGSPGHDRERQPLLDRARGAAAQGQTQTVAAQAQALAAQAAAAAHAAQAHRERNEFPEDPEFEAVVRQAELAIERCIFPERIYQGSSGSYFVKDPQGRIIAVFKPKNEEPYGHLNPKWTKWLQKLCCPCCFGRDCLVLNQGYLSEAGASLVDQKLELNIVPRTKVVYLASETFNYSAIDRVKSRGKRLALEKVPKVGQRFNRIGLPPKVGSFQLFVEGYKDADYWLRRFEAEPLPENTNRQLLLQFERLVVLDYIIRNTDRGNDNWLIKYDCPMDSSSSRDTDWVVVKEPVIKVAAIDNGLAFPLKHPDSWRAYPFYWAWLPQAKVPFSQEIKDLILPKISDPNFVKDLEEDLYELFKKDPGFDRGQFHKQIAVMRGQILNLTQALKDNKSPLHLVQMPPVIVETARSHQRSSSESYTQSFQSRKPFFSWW
#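 Compounds are screened against recombinant PI4K2A using PI as substrate and ATP, the latter dispensed at 300 microM. Reactions run one hour at ambient temperature before ADP-Glo detection; full inhibition defined by wells lacking enzyme.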
# TRHR enhancer – allosteric enhancers of human TRH receptor. TRHR cells, fluo-8 calcium fluorescence, EC20 TRH enhancement. enhancement, % at 2 µM. 360,000 tested, 0.66% active. AID 493056; in the data active means enhancement above about 30%; further: 0% is about no effect
#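 Enhancer read-out: after compound pinning and an initial kinetic agonist-mode read, an EC20 of TRH (10 nM final) was injected and fluo-8 calcium signal (Ex 480/Em 530) followed at 1 s/cycle for 100 cycles in TRHR-expressing cells.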
# rTrxR1 inhibitor – inhibitors of rat thioredoxin reductase 1 | AID 588453 | 390,000 tested, 1% active | Potency, µM (titrated, usually from 114 µM), for inactives: at the highest dose activity change, negative = inhibition, usual class: inhibitors | recombinant rTrxR1, NADPH fluorescence consumption, selenite substrate | O89049; further: potency means the concentration at half of the fitted maximal effect; on the % scale 0 is the no-effect control and ±100 the full control effect; nearly all actives have a fitted effect of over 65% in size
#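 Rat TrxR1 (90 nM in the dispensed reagent) was pre-reduced with 400 uM NADPH for 5 min at room temperature, then incubated with compound for 15 min. After 400 uM selenite was added, NADPH fluorescence (Ex 340/Em 450 nm) was followed for 8 min.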
# USP1 inh – USP1/UAF1 (human) deubiquitinase inhibition; AID 743255; O94782; 390,000 tested, 0.23% active; recombinant USP1/UAF1, Ub-Rhodamine cleavage fluorescence; Potency, µM (top dose mostly 57.1 µM), for inactives: at the highest dose activity change, negative = inhibition, usual class: inhibitors; further: potency means the concentration at half of the fitted maximal effect; on the % scale 0 is the no-effect control and ±100 the full control effect; nearly all actives have a fitted effect of over 60% in size; inactives centre near -12
#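 1 nM enzyme complex + cpd, 15 min RT; start with Ub-Rho 150nM final; kinetic fluorescence ex 480/em 540, 6 reads q60 s. Buffer 50mM HEPES pH 7.8, 0.5mM EDTA, 0.1 mg/ml BSA, 1mM TCEP, 0.01% Tween-20.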
# TrxR1 substrate – substrates of rat thioredoxin reductase 1; 390,000 tested, 0.01% active; purified TrxR1 substrate turnover, NADPH consumption readout; O89049; Potency, µM (titrated, usually from 114 µM), for the others: at the highest dose activity change, negative = substrate turnover; further: potency means the concentration at half of the fitted maximal effect; on the % scale 0 is the no-effect control and ±100 the full control effect; nearly all actives have a fitted effect of over 50% in size
#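 Rat TrxR1, dispensed at 90 nM, was prereduced with 400 uM NADPH (final) for 5 min at ~22 deg C, then incubated with compound 15 min before 400 uM selenite. A first-read NADPH fluorescence drop versus no-compound background flagged substrates.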
# D2 ag – agonists of human D2 dopamine receptor. P14416. HEK293 T-REx D2 cells, calcium flux agonist mode. activation, % at 2 µM. 340,000 tested, 0.53% active. AID 485358;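 active means activation over 3 SD above normal in the single-dose calcium agonist read, cut at about 30% in these data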; further: 0% is about no effect
# Target sequence (P14416 whole entry, looked up): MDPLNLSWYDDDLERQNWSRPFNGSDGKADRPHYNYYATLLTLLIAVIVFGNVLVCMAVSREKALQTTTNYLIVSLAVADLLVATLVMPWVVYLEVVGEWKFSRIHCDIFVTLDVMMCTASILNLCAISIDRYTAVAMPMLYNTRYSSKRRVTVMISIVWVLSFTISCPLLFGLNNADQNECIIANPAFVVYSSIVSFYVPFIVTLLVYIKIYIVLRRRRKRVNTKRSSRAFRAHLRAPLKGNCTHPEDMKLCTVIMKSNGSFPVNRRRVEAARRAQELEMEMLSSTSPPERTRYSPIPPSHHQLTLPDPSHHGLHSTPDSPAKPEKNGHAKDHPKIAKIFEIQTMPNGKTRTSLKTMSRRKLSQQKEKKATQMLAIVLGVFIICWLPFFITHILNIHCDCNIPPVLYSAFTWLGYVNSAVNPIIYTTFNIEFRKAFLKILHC
#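 Calcium-flux readout, 1 cycle/sec over 180 s following compound pin transfer, in inducible HEK293 Trex D2 cells (force-coupled); dopamine controls included. Positive calcium responses during this window marked compounds as potential agonists.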
# D2 antag – antagonizes the human D2 dopamine receptor | AID 485344 | 340,000 tested, 2% active | inhibition, % at 10 µM | HEK293 TREx D2 cells, calcium flux, dopamine EC80; in the data active means inhibition above about 30%; further: 0% is about no effect
#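 Cells plated overnight at 30 C with tetracycline; no-wash calcium dye, 30–90 min RT; 10 s baseline; compound pinned; 180 s read; EC80 dopamine added; another 180 s read.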
# IDH1 R132H inh – inhibitors of human mutant IDH1 R132H | O75874 | IDH1-R132H enzyme, NADPH consumption, diaphorase/resazurin fluorescence | Potency, µM (series often up to 76.6 µM), for inactives: top-dose activity change, negative = inhibition, actives largely listed as inhibitors | 390,000 tested, 0.093% active; further: potency means the concentration at half of the fitted maximal effect; on the % scale 0 is the no-effect control and ±100 the full control effect; nearly all actives have a fitted effect of over 65% in size
#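 IDH1-R132H (0.5 ug/mL dispensed) in pH 7.5 Tris buffer was preincubated 30 min with compound, then given a substrate mix of 0.016 mM NADPH and 2 mM alpha-KG for 80 min at room temperature; remaining NADPH was read by diaphorase/resazurin fluorescence.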
# * = called active by the depositor; ? = inconclusive; / = not tested or not shown; & = joins results of further samples; [ ] = dose if it differs, or a comment. Unless noted, the call rests on the fitted dose curve; in most records, active means well fitted inhibition curve with a large enough effect; inconclusive means small, poorly fitted or top-dose-only effect; inactive means no such curve, though single readings can be large or run the other way.
SMILES,TRHR agonist,PI4K2A block,TRHR enhancer,rTrxR1 inhibitor,USP1 inh,TrxR1 substrate,D2 ag,D2 antag,IDH1 R132H inh
CC(C)(CNS(=O)(=O)c1ccc2c(c1)OCCO2)N1CCOCC1,0.0,1,2,3%,-2%,-1%,2.0,4,-2%
COC(=O)C1CN(S(=O)(=O)c2cc(OC)ccc2OC)CCS1 (centres undefined),0.1,-5,-1,30%,-8%,13%,1.3,19,6%
O=C(CCNC(=O)c1ccc(Br)cc1)Nc1nc2ccccc2[nH]1,-0.2,-1,0,-13%[57.1 µM],-6%,-10%[57.1 µM],0.4,6,-6%
O=C(c1cccs1)c1sccc1Cc1ccccc1,/,1,/,-8%[2.29 µM],?,-4%[2.29 µM],/,/,6%
O=C(NCc1ccc2c(c1)OCO2)c1c(Cl)cccc1Cl,-0.5,-2,6,8%[57.1 µM],-4%,-3%[57.1 µM],1.1,3,0%
Cc1c(S(=O)(=O)Nc2ccc(Oc3ccccc3)cc2)c(=O)n(C)c(=O)n1C,-0.3,2,3,20%,-22%,-3%,0.3,1,-8%
CCCCCN(C(=O)CCC(=O)OCC(=O)c1ccc(C(C)(C)C)cc1)c1c(N)n(CCCC)c(=O)[nH]c1=O,0.8,1,-10,4%,-1%,1%,-0.3,-1,-7%
O=C(CN1CCN(c2ccccn2)CC1)Nc1cccc(S(=O)(=O)N2CCOCC2)c1,0.0,2,-1,10%,-4%,2%,42*,7,-1%
Cc1ccc(Cl)cc1N1CCN(C(=O)c2c(C)oc3ncnc(N4CCCCC4)c23)CC1,-0.7,-1,-13,11%,-16%,-7%,-0.8,/,-5%
Cc1cccc(-n2c(SCC(N)=O)nc3c(c2=O)C2(CCCC2)Cc2ccccc2-3)c1,-0.5,-3,-1,26%,-11%,19%,3.1,-11,-8%
COc1ccc(OC)c(S(=O)(=O)n2nc(-c3ccccc3)cc2N)c1,-0.4,0,0,30%,-27%,2%,-0.2,22,6%
CCN(c1ccccc1)S(=O)(=O)c1cccc(C(=O)N(C)CCOc2ccccc2)c1,0.2,8,1,11%,-12%,-2%,0.0,24,-4%
CC(C)c1ccc(/C=C/c2ccc(=O)n(C)n2)cc1,-1.3,-2,-5,19%[57.1 µM],-7%,37%,-0.8,0,0%
COc1ccc(OCC(=O)OCC(=O)Nc2ccc(S(=O)(=O)N3CCCCC3)cc2)cc1,-0.6,-2,4,11%,-24%,-3%,0.2,10,4%
COc1ccc(CCN(C(=O)C(F)(F)F)C(C(=O)NC2CCCCC2)c2ccc(C)s2)cc1 (centres undefined),0.4,-1,-8,24%,4%,13%,0.0,-4,-2%
Cn1nnnc1SCc1cc(=O)[nH]c2ccccc12,0.1,4,0,-4%[11.4 µM],-15%,0%[11.4 µM],0.5,0,5%
CCOC(=O)c1oc2ccccc2c1CN1CCN(C(=O)c2ccccc2)CC1,-0.4,3,-6,3%[57.1 µM],-25%,13%[57.1 µM],/,-5,15%
COc1cc(C2c3sc(=O)[nH]c3SC3C(=O)N(c4ccc(C)cc4)C(=O)C32)ccc1O (centres undefined),0.3,7,-1,18%,-23%,6%,1.5,-1,-2%
CCc1ccc(C(=O)NNc2ccccc2F)cc1,-0.8,4,-4,3%,-12%,5%,-0.7,-20,0%
CC1=C(C(N)=O)C(c2ccc(C(C)C)cc2)n2nc(SCc3ccccc3)nc2N1 (centres undefined),0.4,?,1,21%,-31%,-3%,0.2,/,-9%
CCCCc1nn2c(=O)cc(COC(=O)c3ccccc3C)nc2s1,-0.4,2,-5,3%[57.1 µM],-7%,-2%[57.1 µM],-0.1,/,11%
COCCNC(=O)C1CCC(CNS(=O)(=O)c2ccc(F)cc2)CC1 (centres undefined),0.6,1,-2,17%,-19%,5%,0.7,-9,0%
O=C(c1ccco1)N1CCN(C(=O)C2CCCN(S(=O)(=O)Cc3ccccc3)C2)CC1 (centres undefined),0.4,1,2,-1%,-12%,-3%,0.0,-20,1%
N#CCSc1nnc(Cc2ccc3c(c2)OCO3)o1,0.3,-10,-3,31%,-16%,17%,0.9,3,2%
O=S(=O)(Nc1ccc2c(c1)OCCO2)c1cccc2nsnc12,-0.3,-2,4,-12%,-1%,-16%,-2.1,14,11%
# (next part)
SMILES,TRHR agonist,PI4K2A block,TRHR enhancer,rTrxR1 inhibitor,USP1 inh,TrxR1 substrate,D2 ag,D2 antag,IDH1 R132H inh
CCN(CC)CCNC(=O)CS(=O)Cc1nc(-c2ccc(Cl)cc2)oc1C (centres undefined),-0.2,-2,7,9%,-14%,8%,-0.4,-19,-3%
CCCn1cnc2scc(-c3ccc(C)c(C)c3)c2c1=O,0.1,4,-5,12%,-23%,-3%,0.6,7,9%
COCCN(CC(=O)Nc1ccccc1C(F)(F)F)C(=O)/C=C/c1cc(Cl)c2c(c1)OCCO2,/,-3,/,15%,-4%,-1%,/,/,4%
CCOC(=O)C(C)On1c(-c2cccc(Cl)c2)nc2ccc([N+](=O)[O-])cc21 (centres undefined),-0.2,-10,-8,-8%,-14%,-9%,0.4,-19,8%
CS(=O)(=O)c1ccc2c(c1)sc1nc(=O)c(/C=C3/C=CC(=O)C(O)=C3)c(N)n12,4.6,-5,-3,?,?,-17%,1.5,3,8%
N#CCCn1c(C(C#N)(CCC#N)CCC#N)nc2ccccc21,0.2,-3,4,-4%,-6%,1%,0.6,1,2%
CCCN1C(=O)c2[nH]nc(-c3cccc(OC)c3)c2C1c1ccccn1 (centres undefined),-1.2,-4,3,6%,-1%,-3%,/,/,4%
COC(=O)C1=C(C)NC(C)=C([N+](=O)[O-])C1c1ccccc1C(F)(F)F (centres undefined),-1.3&-1.3,4&4&1,7&-2,-9%[57.1 µM],9%&-22%,-4%[57.1 µM],0.1&-1.4,4&-10,7%&-5%
CN(Cc1ccccn1)C(=O)c1ccc2nc(Cc3cccc(Cl)c3)oc2c1,1.8,-2,-3,-5%,-10%,-2%,/,/,8%
COc1cc(N)c(Cl)cc1C(=O)OCC(=O)N1CCCCCC1,-0.1,-1,3,8%,1%,2%,0.6,-2,2%
Cc1ccc(N(C(=O)c2csnn2)C(C(=O)NC(C)(C)C)c2cccnc2)cc1C (centres undefined),0.7,3,-6,10%,-24%,0%,1.3,16,-3%
CCN1/C(=C/C=C2/SC(=Nc3cccc4ncccc34)N(C)C2=O)Sc2ccccc21,/,5,/,11%,-32%,0%,/,/,0%
CC(C)c1cc(C(=O)N/N=C/c2cccnc2)cs1,0.7,-2,3,13%,-10%,15%[57.1 µM],-1.0,5,5%
COc1ccc(CN(C(=O)Nc2cccc(OC)c2)C2CCN(C(C)=O)CC2)cc1,0.9,-11,16,18%[57.1 µM],9%,0%[57.1 µM],-0.2,/,2%
O=C(CCNC(=O)C1CCN(S(=O)(=O)c2ccccc2)CC1)NCc1ccc(Cl)cc1,-0.2,-2,4,?,-21%,50%[activator],-0.1,5,4%
Oc1ccccc1N=N/C(=N/Nc1ccccc1O)c1ccccc1,-0.2,1,4,-1%,-20%,-1%,0.2,-3,-6%[38.3 µM]
O=C(Nc1cccc(Cl)c1)N(Cc1nc2ccccc2c(=O)[nH]1)C1CCCC1,0.9,-2,3,9%,-4%,1%,0.2,-13,0%
CCC1CC(CSC(=N)N)OC1=O (centres undefined),0.3,-4,-4,-1%[57.1 µM],13%,5%[57.1 µM],1.1,14,1%
CCOc1cccc2cc(-c3nc(-c4ccc(Cl)cc4)c(C)s3)c(=O)oc12,0.1,-2,3,15%[57.1 µM],-7%,2%[57.1 µM],0.4,/,5%
CCN(Cc1ccc(N(C)C)cc1)C(C)C(=O)Nc1ccc(S(=O)(=O)N2CCCC2)cc1 (centres undefined),-0.3,11,-1,10%,-21%,9%,-0.1,-13,-4%
Cc1ccc(NC(=O)CSc2ncc(-c3ccccc3)n2C(=O)c2ccccc2)cc1,/,7,/,-18%,-22%,2%,/,/,1%
COC(=O)c1ccc(-n2cncn2)c(F)c1,-0.2,1,-4,24%,1%,-2%,-0.9,-4,-9%
Cc1cc(C)cc(NC(=O)C(Cc2ccccc2)NS(=O)(=O)c2ccc3c(c2)c(=O)n(C)c(=O)n3C)c1 (centres undefined),0.7,-2,-6,21%,-20%,-3%,/,/,2%
O=C(Nc1nnc(-c2ccccc2)o1)c1ccc(Cl)cc1,4.9,4,0,-2%,-12%,-8%,5.4,13,5%
CC1CCN(C(=O)c2ccc3c(c2)N(Cc2ccccc2)C(=O)c2ccccc2S3(=O)=O)CC1,0.2,-2,4,13%,-22%,0%,0.1,/,/
Cc1ccc(N2NC(=O)/C(=C/c3ccc(-c4ccc(Cl)c(C(=O)O)c4)o3)C2=O)cc1C,0.2,-15,8,5%,-23%,7%,-0.4,5,6%
O=C(Nc1ccc2c(c1)OCO2)O[C@@H]1C[C@H]2CCC(=O)N3CC[C@@H](C1)[C@@H]23,-0.1,-2,3,4%&13%,-23%,-3%&7%,-2.5,3,-2%

# Single records, as listed above. Values in the order: TRHR agonist	PI4K2A block	TRHR enhancer	rTrxR1 inhibitor	USP1 inh	TrxR1 substrate	D2 ag	D2 antag	IDH1 R132H inh
# Cc1cc(C)cc(NC(=O)C(Cc2ccccc2)NS(=O)(=O)c2ccc3c(c2)c(=O)n(C)c(=O)n3C)c1 (centres undefined) is listed as 0.7	-2	-6	21%	-20%	-3%	/	/	2%
# Cc1ccc(NC(=O)CSc2ncc(-c3ccccc3)n2C(=O)c2ccccc2)cc1 is listed as /	7	/	-18%	-22%	2%	/	/	1%

# Some of these compounds in order of their number in USP1 inh, highest first:
SMILES | USP1 inh
COCCN(CC(=O)Nc1ccccc1C(F)(F)F)C(=O)/C=C/c1cc(Cl)c2c(c1)OCCO2 | -4%
Cc1ccc(Cl)cc1N1CCN(C(=O)c2c(C)oc3ncnc(N4CCCCC4)c23)CC1 | -16%
CCCn1cnc2scc(-c3ccc(C)c(C)c3)c2c1=O | -23%

# Screening data as filed in PubChem.

# Rows were taken by chance; 3.9% or so of the library scored in one or more.
